G9a inh = qHTS Assay for Inhibitors of Histone Lysine Methyltransferase G9a. Histone-lysine N-methyltransferase EHMT2 (Homo sapiens), Q96KQ7. G9a H3K9 monomethylation, AlphaScreen, 2 h. Potency, µM (series often up to 102 µM), for inactives: at the top dose activity, negative = inhibition, most hits filed as inhibitors. actives 8.8% (n = 350,000). AID 504332, 2011; note: potency is the fitted concentration of half-maximal effect; % is set by controls: 0 for no effect and ±100 for the full control effect; nearly all actives have a fitted effect of over 75% in size
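Quantitative HTS format: methyltransferase activity on a biotin-tagged H3K9 peptide is measured by AlphaScreen, using a rabbit anti-monomethyl-H3K9 antibody with streptavidin donor and anti-IgG acceptor beads. Final levels are 20 nM enzyme, 500 nM peptide, 20 uM SAM; 2 h RT.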
Pin1 inhibitor = qHTS Assay to Find Inhibitors of Pin1. actives 0.009% (n = 390,000). AID 504891, 2011. Pin1 FP peptide displacement, HiFluor488, 10 min. Potency, µM (doses to about 115 µM), for the others: top-dose activity, negative = inhibition, hits mostly inhibitors. Peptidyl-prolyl cis-trans isomerase NIMA-interacting 1 (Homo sapiens), Q13526; active = well fitted inhibition curve with a large enough effect in the polarisation, with a control signal flat, not every such curve was filed as active; inconclusive = small, poorly fitted or top-dose-only effect, or effect the other way, or a change in a side signal; inactive = no such curve, though single readings can be large or run the other way; the % refers to the polarisation; note: potency is the fitted concentration of half-maximal effect; % is set by controls: 0 for no effect and ±100 for the full control effect
PI4K2A block = qHTS for small molecular inhibitors of PI4K2A | actives 0.13% (n = 420,000) | Phosphatidylinositol 4-kinase type 2-alpha (Homo sapiens), Q9BTU6 | AID 1346378, 2018 | purified PI4K2A, ADP-Glo luminescence, 1 h; stronger effect = lower value | activity change, negative = inhibition, % at 76.9 µM; in the data active = activity change below about -50%; inconclusive = mostly about -30% to -49%;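 note: -100% = wells without enzyme as full effect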
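PI4K2A activity was measured by ADP-Glo luminescence: enzyme (4 ug/mL stock) and phosphatidylinositol (1.2 mM stock) in Tris pH 7.5/MgCl2/EGTA/Triton X-100 buffer were reacted with ATP (300 microM stock) for one hour at ambient temperature.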
HP1b chromo inh = HTS for Inhibitors of HP1-beta Chromodomain Interactions with Methylated Histone Tails; Potency, µM (top dose mostly 114 µM), for the others: at the highest dose activity change, negative = inhibition, most hits filed as inhibitors; actives 0.56% (n = 390,000); AlphaScreen HP1-beta / biotin-H3K9me3 peptide binding; note: potency is the fitted concentration of half-maximal effect; nearly all actives have a fitted effect of over 70% in size; inactives centre near 23
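Compound inhibition of the preformed complex between 50 nM HP1-beta and 50 nM biotinylated H3K9me3 peptide was read by AlphaScreen. Buffer was PBS pH 7.4 with 0.01% Tween-20. Incubations ran 30 min at room temperature, with 10 ug/mL donor/acceptor beads.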
GLS inh = qHTS for Inhibitors of Glutaminase (GLS) | Glutaminase kidney isoform, mitochondrial (Homo sapiens), O94925 | actives 0.21% (n = 410,000) | GLS enzymatic activity, qHTS titration | Potency, µM (series often up to 45.5 µM), without a hit: top-dose activity change, negative = inhibition, usual class: inhibitors | AID 624170, 2012; note: potency is the fitted concentration of half-maximal effect; % is set by controls: 0 for no effect and ±100 for the full control effect
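Coupled fluorescence readout: glutamate oxidase/HRP/Amplex Red detect glutamate formed by hKGA from L-glutamine (1 mM solution added). Buffer 45 mM KH2PO4 pH 8.2, 0.02% Tween-20; reads at t0 and 30 min RT.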
ERG-DNA inh = qHTS for Small Molecule Inhibitors of the ERG Ets/DNA interaction; fluorescence polarization, His-ERG Ets domain / labelled DNA; AID 624246, 2012; Potency, µM (titrated, usually from 76.9 µM), for inactives: top-dose FP activity, negative = inhibition, hits mostly inhibitors; Transcriptional regulator ERG (Homo sapiens), P11308; actives 0.028% (n = 370,000); active = well fitted inhibition curve with a large enough effect in the polarisation, with a control signal flat; inconclusive = small, poorly fitted or top-dose-only effect, or effect the other way, or a change in a side signal; inactive = no such curve, though single readings can be large or run the other way; the % refers to the polarisation;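 note: polarization taken with two DNA probes labelled with fluorescein and Texas red; potency is the fitted concentration of half-maximal effect; % of control where 0% means no effect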
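His-tagged ERG Ets domain (1 uM in the protein solution; 300mM KCl, 50mM Tris-HCl, 1mM EDTA, 1mM DTT, pH 7.5) received compound, then a probe mix of 5 nM fluorescein-DNA and 100nM Texas-615-DNA. Fluorescence polarization was read for both dyes.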
JMJD2A Tudor = qHTS Assay for Inhibitors of JMJD2A-Tudor Domain; actives 4.4% (n = 390,000); AlphaScreen JMJD2A-Tudor / H3K4me3 peptide binding; AID 504339, 2011; Lysine-specific demethylase 4A (Homo sapiens), O75164; Potency, µM (doses to about 114 µM), for the others: top-dose activity change, negative = inhibition, most hits filed as inhibitors; note: potency is the fitted concentration of half-maximal effect; % is set by controls: 0 for no effect and ±100 for the full control effect; nearly all actives have a fitted effect of over 50% in size
Tb PGK inh = qHTS Assay to Find Inhibitors of Phosphoglycerate Kinase; Phosphoglycerate kinase, glycosomal (Trypanosoma brucei brucei), P07378; PGK/GAPDH coupled, Kinase-Glo luminescence, 60 min; Potency, µM (highest dose often 57.5 µM), for the others: at the top dose activity change, negative = inhibition, hits mostly inhibitors; actives 0.043% (n = 380,000); AID 602233, 2012; note: potency is the fitted concentration of half-maximal effect; % is set by controls: 0 for no effect and ±100 for the full control effect; nearly all actives have a fitted effect of over 60% in size
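Recombinant glycosomal PGK reaction used 1,3-bisphosphoglycerate generated in-well by GAPDH (100nM final) in 100mM TEA pH 7.6, 5mM MgCl2, 0.01% Tween-20. After 60 minutes at room temperature, ATP was read by Kinase-Glo Plus luminescence end-point.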
BAZ2B inh = qHTS Assay for Inhibitors of BAZ2B; actives 4.4% (n = 360,000); Potency, µM (series often up to 114 µM), without a hit: at the top dose activity change, negative = inhibition, usual class: inhibitors; AlphaScreen BAZ2B-H3K14Ac peptide displacement; note: potency is the fitted concentration of half-maximal effect; % is set by controls: 0 for no effect and ±100 for the full control effect; nearly all actives have a fitted effect of over 60% in size
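Inhibition is scored as reduced AlphaScreen emission. The BAZ2B/b-H3(5-23)K14Ac complex (50 nM each) in PBS pH 7.4, 0.01% Tween-20 meets compound (up to 110 uM) for 30 min at RT before bead addition.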
* marks the source's active call; other numbers are inactive results; i = inactive; ? = inconclusive; / = not tested or not shown; [ ] = dose if it differs, or a comment. Unless noted, calls come from the whole dose curve; as a rule, active = well fitted curve in the direction sought with a large enough effect; inconclusive = small, poorly fitted or top-dose-only effect, or another doubt; inactive = no such curve, though single readings can be large; an effect the other way counts as inactive or inconclusive.

molecule	HP1b chromo inh	Pin1 inhibitor	Tb PGK inh	JMJD2A Tudor	G9a inh	ERG-DNA inh	PI4K2A block	GLS inh	BAZ2B inh
Cn1nnnc1SCc1nc2scc(-c3ccc(Cl)cc3)c2c(=O)[nH]1	38%[activator]	?	-1%	-10%[11.4 µM]	-29%[12.7 µM]	12%	-12	-3%	-19%
COc1ccc(CC(=O)NNC(=O)c2cccs2)cc1	21%	-8%	0%	-19%	12%[59 µM]	3%	0	5%	13%
COc1ccc(CC(=O)Oc2ccc(F)c(F)c2)cc1S(=O)(=O)N1CCOCC1	32%	-8%	i	-12%	?	7%	-3	7%	-2%
Cc1ccc(NS(=O)(=O)c2ccc3[nH]c4c(c3c2)CCCCCC4)cc1Cl	22%	0%	2%	?	-33%[59 µM]	-4%	-5	2%	-24%
C/C(=N\NC(=O)CSc1nc2ccccc2[nH]1)c1ccncc1	21%	-13%	i	-8%	-31%	1%	-4	-10%	2%
O=C(Nc1cc(Cl)ccc1Cl)C1Cc2ccccc2O/C1=N\O (stereo unspecified)	21%	-3%	i	-13%	22%	2%	2	2%	5%
COc1ccc(/C=N/Nc2nnc(-c3ncc[nH]3)c3ccccc23)cc1	35%	?	-6%	?	3%[12.7 µM]	2%	0	3%	-48%
O=C(Cc1ccc(Cl)cc1)Nc1ccccc1CO	31%	-1%	-3%	1%	-45%[12.7 µM]	5%	5	3%	12%
O=C(Nc1nc2ccc(Cl)cc2s1)C1CC1	39%	-17%	-1%	-5%	/	4%	-3	4%	/
COc1ccc(CCNC(=O)C2CCC(C(C)(C)C)CC2)cc1OC (stereo unspecified)	28%	0%	i	-1%	-20%	0%	-4	-17%	-20%
CCOC(=O)c1ccc(NC(=O)C2CCCN(c3ccc(Sc4ccc(C)cc4)nn3)C2)cc1 (stereo unspecified)	34%[activator]	29%	3%	-10%	-33%[59 µM]	-1%	8	-5%	-2%
Cc1nnc(SCc2cnc(-c3ccc(C(C)C)cc3)s2)n1C	32%	5%	-8%	8%	5%[59 µM]	-3%	1	/	-27%
C=CCOC(=O)C1=C[C@H](c2ccc(Br)cc2)[C@@H](CCCO)[C@H](OCC)O1	45%[activator]	-8%	-4%	-8%	13%[12.7 µM]	-11%	0	-5%	-2%
CCOC(=O)C1CCN(C(=S)Nc2ccc(Cl)cc2C)CC1	41%[activator]	7%	-4%	-6%	-1%	-2%	2	-5%	-17%
Cc1cccc(C)c1NC(=O)c1cc(S(=O)(=O)N2CCc3ccccc3C2)ccc1F	34%[activator]	0%	-4%	-22%	9%[59 µM]	1%	-5	0%	-8%
CC(=O)N1CSCC1C(=O)N1CCN(c2ccc(N3CCOCC3)nn2)CC1 (stereo unspecified)	28%	-4%	-5%	-23%	-44%	-7%	5	1%	11%
Cc1ccc(CNC(=O)c2cc(NS(=O)(=O)c3ccc(C)cc3)ccn2)cc1	-3%	21%	-3%	-17%	-5%[59 µM]	5%	0	-6%	0%
C=CCn1cnc2scc(-c3ccc(C)cc3)c2c1=O	28%	-6%	-4%	2%	5%	12%	9	7%	-3%
CC(C)(C)c1cc(C(=O)NNC(=O)c2ccc(C(F)(F)F)cc2)no1	48%[activator]	-1%	-2%	-9%	/	1%	8	9%	-2%
Cc1cc(OC(C)C(=O)NCC2CCC(C(=O)O)CC2)c2c(C)c(C)c(=O)oc2c1 (stereo unspecified)	29%	-1%	-5%	-9%	-10%[12.7 µM]	-2%	-6	-4%	-21%
Cc1ccc(S(=O)(=O)N(C)C)cc1NC(=O)COC(=O)c1ccc(Cl)cc1	35%	0%	8%	-12%	0%	-5%	-2	3%	-2%
COc1cccc(NC(=O)C2=C(C)C(=O)OC23CCN(C(C)=O)CC3)c1	25%	8%	i	-19%	-2%[59 µM]	-15%	1	-1%	10%
CNS(=O)(=O)c1ccc2c3c(cccc13)C(=O)N2	40%[activator]	3%	-14%	0%	/	9%	-4	-2%	0%
O=C(NCc1ccccc1)c1onc(CSc2ccncc2)c1C(=O)NCc1ccccc1	22%	0%	i	-22%	/	17%	1	5%	/
O=[N+]([O-])c1ccc(NCCNS(=O)(=O)c2ccccc2)cc1	-15%	0%	-9%	-24%	-41%	6%	0	4%	-16%
COc1ccc(OCC(=O)Nc2ccc(OC)c(S(=O)(=O)N3CCCCC3)c2)cc1	27%	-1%	i	-24%	0%[0.501 µM]	6%	3	-10%	-7%
COc1cc(NS(=O)(=O)c2ccc3oc(=O)c4ncn(C)c4c3c2)cc(OC)c1	38%	3%	-2%	-2%	-11%[59 µM]	3%	0	1%	-14%
COc1ccc(/C=C(\C#N)C(=O)OC2CCOC2=O)cc1 (stereo unspecified)	15%	6%	i	4%	-36%	65%[activator]	3	7%	-6%
COc1ccc(CCN2CC(C(=O)NCCc3cnn(C)c3)CCC2=O)cc1 (stereo unspecified)	22%	-3%	7%	20µM*	23%	4%	16	-1%	-5%[57.1 µM]
Cc1ccc(NC(=O)CCC(=O)N2Cc3ccccc3Oc3ncccc32)c(C)c1	14%	?	-10%	-14%	-13%[59 µM]	6%	-2	0%	-3%[57.1 µM]
COc1ccc2c(CC(=O)OCC(=O)Nc3ccc4c(c3)OCO4)coc2c1	?	-13%	7%	20µM*	?	-6%	-3	-3%	?
CCOc1ccc(CN(C(=O)c2ccco2)C2CCS(=O)(=O)C2)cc1 (stereo unspecified)	9%	1%	2%	-8%	/	1%	-4	3%	5%
CCOc1ccc(-n2c(=O)[nH]cc(C(=O)Nc3ccc(OC)c(OC)c3)c2=O)cc1	5%	1%	-2%	-14%	-16%	-3%	0	-8%	6%
N#Cc1nc(-c2ccccc2F)oc1NCCN1CCOCC1	58%[activator]	-3%	-8%	-13%	-13%	7%	2	1%	7%
C[C@H]1NC(=O)[C@@]2(C)[C@@H](c3ccccc3)[C@H]3COc4ccccc4[C@@H]3N2C1=O	43%[activator]	2%	-9%	-23%	-1%[0.501 µM]	-2%	-4	0%	-5%
Fc1ccc(COc2ccc(C(=S)N3CCCC3)cc2)cc1	35%	0%	-13%	-13%	/	6%	-12	3%	-3%
C/C(=N\O)c1ccn(S(=O)(=O)c2ccc(Cl)cc2)c1	-6%	-1%	i	-19%	3%	0%	-3	2%	-11%
COc1cc(Cl)c(NC(=O)CCS(=O)(=O)c2cc3c(cc2Cl)NC(=O)CO3)c(OC)c1	43%[activator]	3%	-3%	5%	7%[59 µM]	0%	4	-7%	-2%
CCc1ccc(-n2nc(C)c3c(C)cc(=O)n(CC(=O)NCc4ccc(C)cc4)c32)cc1	44%[activator]	0%	-9%	-22%	8%[59 µM]	0%	6	-16%	0%
CC(C)c1nc(C(=O)N2CCCC(CCC(=O)N(C)CCc3ccccn3)C2)cs1 (stereo unspecified)	43%[activator]	-4%	-10%	-8%	4%[0.501 µM]	-1%	-1	-8%	-2%
O=C(Cc1ccc(Cl)cc1)Nc1cccc2ncccc12	27%	2%	-7%	-17%	-24%	12%	-3	-1%	-24%
Oc1ccccc1-c1nc(-c2cccs2)c(-c2cccs2)[nH]1	41%	1%	-6%	?	-2%[59 µM]	-1%	-2	2%	?
O=C(N/N=C/c1ccco1)C1CC1(c1ccccc1)c1ccccc1 (stereo unspecified)	8%	4%	-8%	-21%	40µM*	-1%	1	20%	?
CSc1ccccc1NC(=O)C1CC(c2ccccc2Cl)=NO1 (stereo unspecified)	33%	-6%	-2%	-2%	8%	7%	2	-10%	4%
COc1ccc(NC(=O)CN2C(=O)NC3(CCCCC3C)C2=O)cc1S(=O)(=O)N1CCOCC1 (stereo unspecified)	-8%	-6%	-9%	-17%	/	-3%	3	-4%	/
Cc1ccc(-c2noc(-c3nnn(-c4ccc(Br)cc4F)c3C)n2)cc1	41%[activator]	-6%	/	11%	1%[59 µM]	1%	1	-3%	4%
CCN(CC)S(=O)(=O)c1ccc(CNC(=O)CN2C(=O)NC3(CCc4ccccc43)C2=O)cc1 (stereo unspecified)	19%	-9%	-5%	-15%	28µM*	-5%	1	5%	0%
COc1ccc(CCn2c3c(c(=O)[nH]c2=O)C(NC(=O)c2ccc(C(C)(C)C)cc2)(C(F)(F)F)C(=O)N3)cc1OC (stereo unspecified)	28%	0%	i	-6%	-37%[59 µM]	5%	-3	-2%	-7%
COc1cc2oc(=O)ccc2c(OC)c1CC(O)C(C)(C)O (stereo unspecified)	36%[activator]	3%	0%	-9%	13%[59 µM]	2%	-1	1%	3%
COc1cccc(CN2CCN(C(c3ccccc3)c3ccccc3)CC2)c1O	?	-1%	-1%	50µM*	/	8%	8	-11%	35µM*

Source: PubChem BioAssay (National Center for Advancing Translational Sciences (NCATS))
